Screens as filed in PubChem.
MITF TRPM1 inh: inhibitors of MITF-dependent TRPM1 promoter reporter, primary screen, cell-based, SK-MEL-5, single point, luciferase; 330,000 tested, 0.83% active; AID 488899, 2010; inhibition, % at 12.5 µM; SK-MEL-5 TRPM1 promoter luciferase, 24 h;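 active = mean inhibition across replicates of 60% or more, whatever share of single replicates reaches that level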; note: values of inactives mirror those of a sister screen read the other way
NR2E3 ag-1: NR2E3 agonists in two-hybrid cells, primary screen, cell-based, luminescence, CHO-S, Gal4-NCOR/VP16-NR2E3 | Photoreceptor-specific nuclear receptor (Homo sapiens), Q9Y5X4 | luciferase | inhibition of corepressor binding, % at 3.98 µM | 360,000 tested, 0.35% active | AID 602229, 2012;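 active = inhibition above the mean of all tested compounds plus 3 SD, cut at about 70% in these data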;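 note: 0% = DMSO with NR2E3 transfected cells and 100% = cells lacking NR2E3 construct; higher means lower luciferase signal from less NR2E3 corepressor binding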
Target sequence (Q9Y5X4 whole entry, looked up, the tested form may be a part): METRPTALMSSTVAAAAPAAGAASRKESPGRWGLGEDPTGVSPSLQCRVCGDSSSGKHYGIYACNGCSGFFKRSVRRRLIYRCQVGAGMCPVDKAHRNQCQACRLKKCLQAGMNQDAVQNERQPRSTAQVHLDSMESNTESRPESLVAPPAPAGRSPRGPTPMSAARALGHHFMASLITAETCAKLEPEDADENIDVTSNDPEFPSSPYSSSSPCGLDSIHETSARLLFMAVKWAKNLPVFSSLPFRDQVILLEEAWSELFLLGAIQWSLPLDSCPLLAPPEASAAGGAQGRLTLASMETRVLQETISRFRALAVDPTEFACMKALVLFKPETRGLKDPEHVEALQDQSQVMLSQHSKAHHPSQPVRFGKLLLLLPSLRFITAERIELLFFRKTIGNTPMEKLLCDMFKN
TWEAK Fn14 block: inhibitors of TWEAK-Fn14 signaling, primary screen, luciferase reporter cells, uHTS; TWEAK-stimulated Fn14 reporter cells, luciferase luminescence, 8 h; inhibition, % at 10 µM; 360,000 tested, 2% active; in the data active = inhibition above about 50%
CF NFkB block: inhibitors of PAF-induced NF-kB signaling, primary screen, cell-based, GFP fluorescence, uHTS; KKLEB NF-kB-GFP reporter, GFP fluorescence overnight; inhibition, % at 5 µM; 360,000 tested, 0.86% active; AID 588850, 2011;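 active = at least 50% inhibition at 5 µM, scaled per plate between neutral and stimulator controls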;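 note: PAF is a Pseudomonas aeruginosa culture filtrate used as stimulus; plate controls were PAF-stimulated DMSO wells for no effect and unstimulated DMSO wells for full effect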
HIF-2a inh: HIF-2a reporter inhibitors, primary screen, luminescence, 786-0 RCC cells | 786-0 RCC cells HIF-2a reporter, luciferase luminescence, overnight | inhibition, % at 18.8 µM | 360,000 tested, 0.72% active;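 active = inhibition of the luminescence signal of 40% or more relative to plate controls, in a single-dose primary screen at 18.75 µM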
Peg3 prom inh: Peg3 promoter-driven luciferase inhibitors, primary screen, cell-based, HeLa, luciferase luminescence; HeLa PEG-Prom luciferase reporter, overnight; inhibition, % at 20 µM; 360,000 tested, 1.7% active; AID 588405, 2011;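 active = inhibition of at least 50% at 20 µM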
Shn3 inh set2: reduction of Shn3 3'UTR firefly luciferase signal, primary screen, Schnurri-3 inhibitor project, cell-based, Clone20 osteoblasts, set 2; 360,000 tested, 0.52% active; inhibition, % at 12.5 µM; Clone20 osteoblast Shn3 3'UTR firefly luciferase, 24 h;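 active = mean inhibition of at least 75% with every replicate also reaching 75%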;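 note: 0% = median of neutral control wells and 100% = pilot-screen positive control compound; some compounds past the cut are filed as inactive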
NR2E3 ag-2: inhibitors of NR2E3-RetCOR corepressor binding, primary screen, NR2E3 agonist project, biochemical, TR-FRET, GST-NR2E3, biotin-RetCOR | Photoreceptor-specific nuclear receptor (Homo sapiens), Q9Y5X4 | AID 2300, 2010 | 320,000 tested, 0.12% active | 1536-well | inhibition of corepressor binding, % at 4.78 µM;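 active = percent inhibition above the cutoff of mean plus 3 SD of all tested compounds, set per screening campaign, cut at about 20% in these data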;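 note: 0% = DMSO wells and 100% = biotin wells as full block of FRET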
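Material – GST-tagged NR2E3 plus biotinylated RetCOR corepressor · Quantity – NR2E3 fusion 1.35 nM · Times – 5 h incubation at 4 °C · Medium – pH 7.5 Tris-based buffer · Technique – TR-FRET, Eu(K)-anti-GST donor, streptavidin-D2 acceptor, ex 340, em 617/671 nm · Benchmarks – high control biotin, low control 0.6% DMSO · Format – 1536-well plates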
KKLEB cytotox: cytotoxicity in KKLEB CF airway cells, primary screen, cytotoxicity control for CF NF-kB inhibitor project, cell-based, uHTS, fluorescence assay plates; KKLEB CF airway cells viability, ATPlite luminescence, overnight; hits give low values; cells stimulated with P. aeruginosa culture filtrate; activity change (cytotoxicity), % at 5 µM; 360,000 tested, 0.36% active;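 active = corrected activity change at or below -50% at 5 µM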
hiPSC survival: enhancers of single-cell hiPSC survival, primary screen, ATPlite luminescence; AID 602274, 2012; 100% = ROCK inhibitor wells, 0% = DMSO; survival enhancement, % at 20 µM; 360,000 tested, 0.044% active; in the data active = survival enhancement above about 18%;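 note: cells exposed to compounds for 16 hours before the ATP read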
aDG glyco act: activators of alpha-DG glycosylation, primary screen, uHTS, Pro5-aDG cells, AlphaScreen | activation, % at 10 µM | alpha-DG glycosylation AlphaScreen (IIH6); 0% Pro5, 100% B10-LARGE cell signal | AID 624168, 2012 | 360,000 tested, 0.22% active;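 active = activation of at least 8% versus controls, or a plate z-score of at least 8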;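 note: Pro5 are CHO cells carrying HIG-tagged alpha-DG that lacks glycosylation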
The depositor's hits bear a star; nt = not tested or not shown.

SMILES | MITF TRPM1 inh | NR2E3 ag-1 | TWEAK Fn14 block | CF NFkB block | HIF-2a inh | Peg3 prom inh | Shn3 inh set2 | NR2E3 ag-2 | KKLEB cytotox | hiPSC survival | aDG glyco act
CCOc1ccccc1NC(=O)C(=O)N/N=C/c1cc(Br)ccc1O | 59.1 | -1.0 | 14.3 | 31.1 | -0.6 | 52.6* | 90.8* | 2.8 | -21.0 | -0.3 | 1.6
O=C(Cc1ccccc1)N/N=C/c1ccc[nH]1 | 3.4 | -9.9 | -11.7 | -22.4 | -3.5 | 4.8 | 17.8 | 3.9 | 10.4 | -0.4 | 0.1
COc1cc(/C=C2/CC/C(=C/c3ccc(O)c(OC)c3)C2=O)ccc1O | 13.9 | -4.8 | 28.7 | 44.3 | -19.0 | -33.7 | -3.8 | 1.3 | -23.2 | 0.4 | 0.1
CCOc1cccc(-c2cc(C(=O)NN)[nH]n2)c1 | 10.4 | -27.1 | -20.9 | -11.8 | -8.0 | -5.3 | 1.7 | -2.3 | -0.3 | -0.2 | -0.1
Cc1cc(C(=O)NC2CCCCC2)c2cc(F)ccc2n1 | -5.6 | 4.5 | 7.1 | -9.4 | 9.3 | 14.3 | 6.3 | 0.8 | 9.7 | 1.2 | 0.2
CCOc1ccc(C(=O)NC2CCCCCCC2)cc1 | -178.4 | -125.3 | 25.5 | 2.5 | -210.9 | -186.5 | -58.5 | -0.2 | -0.8 | -0.5 | 0.0
O=C(O)COc1ccccc1C(Nc1cccnc1)c1cc(Cl)c2cccnc2c1O (centres undefined) | 18.8 | -23.4 | 22.2 | -12.0 | 13.7 | -1.6 | 5.6 | nt | -2.0 | 0.4 | -0.4
CC1CN(C(=O)COC(=O)/C=C/c2cccc([N+](=O)[O-])c2)CC(C)O1 (centres undefined) | 6.0 | -4.5 | -0.6 | -8.0 | 13.0 | 38.6 | 5.8 | nt | 2.0 | -0.5 | 0.0
COc1ccc(C(=O)N2CCCC(Nc3ccc(C)c(C)c3)C2)c(OC)n1 (centres undefined) | 6.7 | -18.9 | -3.3 | 1.2 | -5.1 | 2.9 | -3.7 | 3.7 | -0.6 | -0.3 | -0.1
Cc1ccccc1Cn1cc(NC(=O)c2cc(-c3cccs3)on2)cn1 | 1.1 | -5.0 | -35.4 | 45.8 | -25.9 | 11.9 | -15.6 | -0.3 | -53.6* | -1.2 | -0.2
Cc1nc(NC(=O)c2cncc(Br)c2)ccc1Br | -76.7 | -17.9 | -21.8 | -7.3 | -61.0 | -102.6 | -60.5 | 1.2 | 15.3 | -0.3 | 0.0
CN(C)C(CNC(=O)C1CCN(S(=O)(=O)c2ccccc2C(F)(F)F)CC1)Cc1ccccc1 (centres undefined) | -5.2 | -0.6 | 0.4 | -0.1 | 2.7 | -9.0 | 5.7 | nt | 18.1 | 1.2 | 0.1

Four entries out of the list, sorted by SMILES length, smallest number first.
SMILES | MITF TRPM1 inh | NR2E3 ag-1 | TWEAK Fn14 block | CF NFkB block | HIF-2a inh | Peg3 prom inh | Shn3 inh set2 | NR2E3 ag-2 | KKLEB cytotox | hiPSC survival | aDG glyco act
O=C(Cc1ccccc1)N/N=C/c1ccc[nH]1 | 3.4 | -9.9 | -11.7 | -22.4 | -3.5 | 4.8 | 17.8 | 3.9 | 10.4 | -0.4 | 0.1
Cc1cc(C(=O)NC2CCCCC2)c2cc(F)ccc2n1 | -5.6 | 4.5 | 7.1 | -9.4 | 9.3 | 14.3 | 6.3 | 0.8 | 9.7 | 1.2 | 0.2
O=C(O)COc1ccccc1C(Nc1cccnc1)c1cc(Cl)c2cccnc2c1O (centres undefined) | 18.8 | -23.4 | 22.2 | -12.0 | 13.7 | -1.6 | 5.6 | nt | -2.0 | 0.4 | -0.4
CN(C)C(CNC(=O)C1CCN(S(=O)(=O)c2ccccc2C(F)(F)F)CC1)Cc1ccccc1 (centres undefined) | -5.2 | -0.6 | 0.4 | -0.1 | 2.7 | -9.0 | 5.7 | nt | 18.1 | 1.2 | 0.1

Going on with the list:
SMILES | MITF TRPM1 inh | NR2E3 ag-1 | TWEAK Fn14 block | CF NFkB block | HIF-2a inh | Peg3 prom inh | Shn3 inh set2 | NR2E3 ag-2 | KKLEB cytotox | hiPSC survival | aDG glyco act
O=Cc1ccc(Oc2cccc(C(F)(F)F)c2)nc1 | 1.5 | -12.7 | -5.7 | -6.0 | 12.9 | 6.4 | -5.1 | -3.7 | 3.1 | 3.2 | -0.2
CC(Oc1ccc(C(C)(C)C)cc1)C(=O)NCC(c1ccco1)N1CCCC1 (centres undefined) | -6.2 | 24.6 | 5.7 | 21.3 | -0.6 | 12.7 | 54.5 | -3.3 | 9.0 | -0.1 | 0.6
COc1ccc(OC)c(NC(=O)CCCNC(=O)Cn2cnc3sc(C)c(C)c3c2=O)c1 | -8.7 | -30.9 | 4.1 | 13.1 | 11.1 | 1.6 | 4.3 | -0.1 | -3.8 | -0.3 | 0.0
CCC(C(=O)NC1CCCC1)N(Cc1ccco1)C(=O)Cn1nnc(-c2ccc(C)cc2)n1 (centres undefined) | 6.8 | -10.4 | 8.6 | -4.5 | 4.9 | 20.2 | -72.5 | 1.1 | -14.6 | 2.9 | 0.1
CCN(C[C@H]1N[C@@](CC)(C(=O)OC)[C@H]2C(=O)N(C)C(=O)[C@@H]12)S(=O)(=O)c1ccc(OC)cc1 | -1.1 | -16.7 | 2.4 | 10.1 | 11.2 | -0.8 | -0.7 | nt | -6.6 | -1.4 | 0.1
CCOC(=O)/C=C/C(=O)OCC(=O)Nc1cccc(Cl)c1Cl | -0.1 | -11.2 | -10.6 | -4.4 | 2.0 | 13.6 | -4.3 | 4.5 | 5.7 | 0.2 | -0.1
C(=N\Nc1ccc2ccccc2n1)/c1ccc2c(c1)OCCO2 | 89.5* | 43.2 | 101.2* | 1.5 | 70.8* | 78.9* | 31.8 | -2.6 | -21.9 | -0.6 | 0.2
O=S(=O)(Nc1ccccn1)c1ccc(Br)cc1 | 7.2 | -0.7 | 6.1 | 1.4 | 26.2 | 13.3 | -5.3 | 3.4 | -8.0 | 5.3 | -0.1
O=C(Cn1cccc1C(=O)c1ccccc1)NCc1ccco1 | -5.4 | 11.6 | -5.9 | -5.4 | -4.4 | 5.5 | -9.3 | 0.3 | -3.2 | 0.9 | -0.1
COCCOC(=O)C(C#N)c1nc2ccccc2nc1N1CCCC1 (centres undefined) | 12.6 | 3.6 | 3.8 | 8.9 | 16.5 | 16.1 | -7.7 | -6.1 | -4.1 | -1.7 | -0.3
Cc1ccc(C(=O)O)cc1NS(=O)(=O)c1ccc2c(c1)oc(=O)n2C | -0.2 | -26.4 | 19.8 | -9.4 | -7.4 | -0.7 | 12.1 | nt | 7.4 | -0.6 | 0.0
COc1cccc(NC(=O)COc2cc(C)cc3oc(=O)cc(C)c23)c1 | 2.3 | 5.2 | -18.7 | -27.1 | 4.4 | 15.0 | 6.9 | 2.9 | -1.9 | -0.4 | -0.1
Cc1ccc(SC(CC(=O)c2ccc(F)cc2)C(=O)O)cc1 (centres undefined) | -8.2 | 4.5 | -6.6 | -22.5 | 8.8 | 12.1 | -1.2 | -3.0 | 0.7 | -0.1 | 0.2
C[C@H]1CN([C@@H](C)CO)C(=O)c2cc(-c3ccccc3F)cnc2O[C@H]1CN(C)C(=O)C1CCOCC1 | nt | -8.8 | 7.8 | 13.0 | -1.5 | 2.9 | -1.8 | nt | -6.5 | 2.8 | 0.0
CCOc1ccc(Br)cc1C(=S)N1CCCC1 | 7.5 | -20.4 | 11.1 | 3.8 | 20.8 | 9.6 | -5.0 | -1.8 | -0.3 | 0.8 | 0.0
CCOc1ccc(OCC(O)CNC2CCN(Cc3ccccc3)CC2)cc1 (centres undefined) | -0.3 | 10.0 | -31.7 | 10.8 | 15.9 | 9.7 | -10.1 | 3.9 | -7.0 | -3.2 | 3.2
Cc1noc(C)c1COc1cccc(C(=O)NCc2ccccc2Cl)c1 | -5.1 | 13.8 | -12.1 | 1.3 | 6.1 | 8.4 | 3.3 | 3.5 | -0.7 | -2.3 | 1.4
COc1cccc(C(=O)OCC(=O)NCCc2ccccc2)c1OC | -4.4 | 4.0 | -18.9 | 15.0 | 6.5 | 25.0 | 2.7 | 0.1 | 1.1 | 4.1 | -0.5
O=C(Nc1cccc(-n2cccn2)c1)C1CCCN(Cc2ccc(C#CCCO)cc2)C1 (centres undefined) | 14.6 | 1.1 | 2.5 | 10.0 | 14.8 | 32.5 | 12.7 | 2.8 | 6.2 | -0.2 | 0.5
CCOC(=O)CCCNC(=O)CCNC(=O)c1ccc(OCC)cc1 | 3.4 | -13.5 | 13.2 | -1.8 | -4.7 | -10.6 | -1.9 | 1.1 | 3.5 | -0.3 | 0.0
CCCNC(=S)N1CCC(NC(=O)c2cccc(C)c2)CC1 | -1.9 | 14.1 | -15.3 | -5.7 | 23.4 | 26.8 | -2.2 | -0.1 | 10.1 | 0.7 | 0.0
CC1C(=NO)C(C)C(c2ccc(N(C)C)cc2)NC1c1ccc(N(C)C)cc1 (centres undefined) | 3.0 | -17.3 | 39.5 | -5.1 | -16.7 | 16.7 | -5.5 | 0.2 | -3.1 | -0.1 | -0.2
COc1ccccc1CNC(=O)C1CCCN(S(=O)(=O)c2ccc3c(c2)CC(C)N3C(C)=O)C1 (centres undefined) | -5.7 | -21.4 | -21.6 | -40.1 | 18.9 | 22.7 | 32.6 | -0.7 | 10.5 | 0.6 | 0.2
N#CC1=C2N=C(N)c3ccccc3N2C2=C(C(=O)CCC2)C1c1ccc(Cl)cc1 (centres undefined) | 34.7 | -11.2 | 19.5 | 29.1 | -16.9 | 18.0 | -16.1 | -0.4 | -17.9 | 2.6 | -0.1
CC(=O)C1CCC2C3CCC4=CC(=O)CCC4(C)C3(F)C(O)CC12C (centres undefined) | 13.6 | -12.2 | -7.5 | 60.9* | 15.1 | 9.9 | 21.2 | nt | -2.7 | 6.0 | -0.3
CC1(C)CC(=O)C/C(=N\NC(=S)NCc2ccccc2)C1 | -3.9 | -16.2 | 0.8 | 11.9 | -117.8 | -23.7 | 12.3 | -3.2 | -12.3 | 3.0 | -0.2
COc1ccc(OCC(=O)NCC(c2ccc(OC)cc2)N2CCCCC2)cc1 (centres undefined) | -6.5 | -2.1 | -14.7 | -7.6 | 12.0 | 2.5 | -4.7 | -1.2 | 3.6 | -0.5 | 0.6
CC(NC(=O)c1ccccc1Cl)C(=O)NCc1cccs1 (centres undefined) | -2.1 | -14.7 | 2.0 | 11.0 | -4.6 | 0.8 | -10.3 | nt | -3.2 | -0.3 | 0.0
